BoNT F protease = inhibitors of Botulinum neurotoxin F light chain protease; Multiplex microsphere protease cleavage assay, flow cytometry; inhibition, % at 10 µM; 0.22% of 360,000 active; AID 588497; in the data active = inhibition above about 35%, passing the limit was not always enough; inconclusive = no clear call, values can overlap the other calls; note: plate controls were buffer without enzyme for full effect and enzyme alone for no effect
DUSP3 inh = blocks human VHR1 dual specificity phosphatase; P51452; recombinant VHR phosphatase, pNPP absorbance; inhibition, % at 13.3 µM; 0.52% of 290,000 active; in the data active = inhibition above about 50%; note: some compounds called inactive have numbers as strong as hits
MazEF act = activators of E. coli MazEF toxin-antitoxin RNase | FAM/BHQ RNA-DNA oligo cleavage fluorescence, 5 h | activation, % at 20 µM | 0.32% of 350,000 active | AID 504720; in the data active = activation above about 50%
Target sequence (P0AE70 whole entry, looked up): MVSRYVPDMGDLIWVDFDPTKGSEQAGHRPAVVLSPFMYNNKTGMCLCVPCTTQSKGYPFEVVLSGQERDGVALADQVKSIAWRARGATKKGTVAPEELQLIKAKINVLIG
Rv3671c inh = inhibitors of M. tuberculosis serine protease Rv3671c; inhibition, % at 5.96 µM; 0.048% of 320,000 active; AID 2606; P9WHR9; in the data active = inhibition above about 38%;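 note: extracellular domain of Rv3671c used as enzyme; 0% = enzyme with DMSO and 100% = no enzyme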
SARS 3CLpro inh = SARS-CoV 3CLpro protease inhibition | P0C6X7 | recombinant SARS-CoV 3CLpro, quenched FRET peptide cleavage | inhibition, % at 6 µM | AID 1706 | 0.14% of 290,000 active; in the data active = inhibition above about 12%
Anthrax LF prot = inhibitors of Bacillus anthracis lethal factor protease. multiplex microsphere protease cleavage assay, LF. 0.12% of 360,000 active. inhibition, % at 10 µM; note: plate controls were buffer without enzyme for full effect and enzyme alone for no effect
Target sequence (P15917 whole entry, looked up): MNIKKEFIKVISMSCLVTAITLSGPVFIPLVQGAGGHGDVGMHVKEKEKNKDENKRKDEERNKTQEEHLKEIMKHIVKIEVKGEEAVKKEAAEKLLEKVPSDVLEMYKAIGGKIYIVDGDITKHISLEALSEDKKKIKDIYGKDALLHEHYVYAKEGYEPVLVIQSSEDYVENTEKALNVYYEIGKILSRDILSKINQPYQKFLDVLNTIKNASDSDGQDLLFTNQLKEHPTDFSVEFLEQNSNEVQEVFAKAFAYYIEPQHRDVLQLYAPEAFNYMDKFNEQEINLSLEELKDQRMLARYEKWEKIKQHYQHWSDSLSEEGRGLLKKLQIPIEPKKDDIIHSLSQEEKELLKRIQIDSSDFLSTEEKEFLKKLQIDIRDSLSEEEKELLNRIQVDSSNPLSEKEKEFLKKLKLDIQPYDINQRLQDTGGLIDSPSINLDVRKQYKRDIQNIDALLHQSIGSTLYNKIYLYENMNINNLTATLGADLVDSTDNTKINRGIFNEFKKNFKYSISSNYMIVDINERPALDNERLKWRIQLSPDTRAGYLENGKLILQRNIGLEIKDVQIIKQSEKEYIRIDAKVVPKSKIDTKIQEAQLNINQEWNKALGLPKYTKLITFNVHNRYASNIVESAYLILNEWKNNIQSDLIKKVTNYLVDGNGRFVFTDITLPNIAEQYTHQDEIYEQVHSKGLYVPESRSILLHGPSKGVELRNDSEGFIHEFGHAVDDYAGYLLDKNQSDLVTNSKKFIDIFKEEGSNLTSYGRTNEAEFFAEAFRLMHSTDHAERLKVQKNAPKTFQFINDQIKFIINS
BoNT-A LC inh2 = BoNT A light chain protease inhibition | multiplex microsphere protease substrate cleavage, flow cytometry | inhibition, % at 10 µM | 0.17% of 360,000 active | AID 588499; note: plate controls were buffer without enzyme for full effect and enzyme alone for no effect
PriA SSB inh = blocks PriA binding to SSB C-terminal tail; AlphaScreen SSBct-PriA binding, biotinylated peptide; inhibition, % at 33 µM; 0.6% of 430,000 active; AID 1272365; in the data active = inhibition mostly above about 37%, no sharp cut-off; inactive = mostly below about 20%;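 note: plate controls were negative control peptide for no effect and reference peptide for full effect; strong numbers were not always called active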
PrPC TRFRET = cell surface PrPC inhibition, primary TR-FRET screen; P04156; TR-FRET read-out; inhibition, % at 13.8 µM; 0.43% of 370,000 active; AID 720596; in the data active = inhibition above about 24%; note: 0% = median of the test wells and 100% = reference compound wells
CCHF vOTU inh = blocks the CCHF virus ovarian tumor domain protease | CCHFV vOTU protease, Pep-AMC fluorescence | inhibition, % at 11.5 µM | 0.55% of 370,000 active | AID 651958; in the data active = inhibition above about 30%; note: 0% = vehicle wells with enzyme and 100% = no enzyme wells
Active calls of the source: *; ? = inconclusive; . = no result given. Cut-off read from the data, not from the text of the source, unless noted: active = inhibition above about 30%; inconclusive = no clear call, values can overlap the other calls; inactive = below that. An excerpt; count on the stated rates, not on these rows.

Every second line gives: BoNT F protease	DUSP3 inh	MazEF act	Rv3671c inh	SARS 3CLpro inh	Anthrax LF prot	BoNT-A LC inh2	PriA SSB inh	PrPC TRFRET	CCHF vOTU inh
CN(C)c1ccc(C=NCC2COc3ccccc3O2)cc1 (centres undefined)
  -5	11	-1	-1	-1	1	0.5	-12	0	19
COc1cccc(OCc2ccc(Cn3nc(NC(=O)NCCc4ccc(OC)c(OC)c4)c4ccccc43)cc2)c1
  -6	.	.	.	.	0	0.2	.	0	-5
N=c1c(S(=O)(=O)c2ccc(Br)cc2)cc2c(=O)n3ccccc3nc2n1CCN1CCOCC1
  -2	.	9	.	.	-6	0.4	-5	-18	-56
S=C1SCCN1Cc1ccccc1
  -11	.	8	.	.	-1	0.4	-17	0	12
Cc1ccc(C(=O)Nc2ccccc2C(=O)NC(Cc2ccccc2)C(=O)O)cc1 (centres undefined)
  -4	-8	3	-6	6	0	0.4	9	-7	-10
CCN1CCN(C(CNS(=O)(=O)c2ccccc2)c2ccccc2)CC1 (centres undefined)
  6	18	0	-7	1	-1	0.1	-7	0	-10
O=C(O)CCCC(=O)NCCc1cccc(Cl)c1
  -23	-4	2	-7	-2	3	0.2	-9	3	6
COc1ccc([N+](=O)[O-])cc1N1C(=O)c2cccnc2C1=O
  .	-12	4	8	-1	.	.	-6	4	0
COCC(=O)Nc1nnc(-c2ccc(C(C)(C)C)cc2)s1
  -7	22	9	9	3	-9	0.5	-3	4	0
CCCCCCCCCC(=O)N[C@@H]1c2cc(OC)c(OC)cc2C[C@H]1O
  -5	.	2	.	.	-1	-0.9	-9	-4	31*
Cn1nc(CC(=O)NCc2ccc(C(F)(F)F)cc2)c2ccccc2c1=O
  2	1	2	0	-1	-2	0.3	-8	8	-2
O=C(/C=C/c1ccccc1)Nc1nnc(SCC(=O)c2ccc3ccccc3c2)s1
  -2	24	-11	-13	1	-3	0.1	-8	0	-4
Cc1ccccc1NC(=O)COc1ccc2oc(=O)cc(C)c2c1
  2	11	5	-4	2	1	0.7	-2	-3	-7
Cc1nn(Cc2ccccc2Cl)c(Cl)c1C(=O)OCC(=O)NC(=O)NC1CCCCC1
  0	1	-1	-5	1	-1	-0.8	-5	-7	6
Cc1ccc(S(=O)(=O)NNc2c3ccccc3nc3ccc(Cl)cc23)cc1
  -29	.	8	.	.	-10	0.2	.	3	-19
CCC(=O)N(C(=O)CC)N1CCN(c2ccncc2S(=O)(=O)N2CCCCC2)CC1
  -5	10	-1	5	-3	-3	-1.5	-12	2	-6
N#CC/C(N)=N/Nc1nc2ccccc2nc1Cc1ccccc1
  -50	17	6	4	-4	31*	1.9	.	7	-12
CCOC(=O)C1[C@H]2C(=O)N(C(C)c3ccc(OC)cc3)C[C@]23C=C[C@H]1O3 (some centres undefined)
  -2	-2	0	0	4	-6	-0.1	-14	-5	-3
COc1ccccc1CN1CCCC(C(=O)N2CCCCC2)C1 (centres undefined)
  ?	43	1	2	3	2	2.2	1	0	10
COc1ccc(CCNC(=O)C(=O)Nc2ccc3nc4n(c(=O)c3c2)CCCCC4)cc1OC
  2	10	2	-13	2	1	-0.3	-3	-3	0
O=C(CSc1nnnn1-c1ccc(F)cc1F)Nc1ccccc1F
  11	25	7	9	6	18	-1.1	-3	-2	-8
CCOC(=O)c1[nH]c(COC(=O)CCCOc2ccccc2)c(C(=O)OCC)c1C
  .	10	-15	-9	.	.	.	-18	.	.
CCCO/N=C1/C(=O)N(c2ccccc2)c2ccccc21
  -1	-9	4	6	-3	-2	0.4	.	-3	-1
CCn1nccc1C(=O)Nc1ccc(S(=O)(=O)NC23CC4CC(CC(C4)C2)C3)cc1
  -17	-1	-6	-49	4	-4	0.8	-3	10	7
CCOc1ccc(CCNC(=O)CSC(=S)N2CCCC2)cc1OCC
  0	.	5	-7	.	-2	-0.1	-5	1	-3
Cc1ccoc1C(=O)Nc1ccc2ccccc2c1
  -5	34	-19	-9	-3	-6	-1.5	-2	-29	1
COc1cccc(/C=C2\SC(=O)N(CCC(=O)NC3CCS(=O)(=O)C3)C2=O)c1 (centres undefined)
  2	15	2	2	-4	-1	0.0	-10	-10	13
O=C(C1=C[C@@H](c2ccc(Br)cc2)C[C@@H](OCCCCO)O1)N1CCN(Cc2ccc3c(c2)OCO3)CC1
  0	14	3	-2	-2	0	0.0	-7	-5	6
CC(=O)NCCSc1ccc(S(=O)(=O)N2CCCC2)cn1
  -8	.	5	-5	.	-15	1.0	-15	-1	-18
COc1ccc(NC(=O)CN(c2ccccc2C)S(C)(=O)=O)c(OC)c1
  -2	-8	1	-1	-1	16	-3.7	4	-1	-15

Structure | BoNT F protease | DUSP3 inh | MazEF act | Rv3671c inh | SARS 3CLpro inh | Anthrax LF prot | BoNT-A LC inh2 | PriA SSB inh | PrPC TRFRET | CCHF vOTU inh
O=[N+]([O-])c1cccc(-c2cn3nc(-c4ccccc4)c(-c4ccccc4)nc3n2)c1 | 48* | 36 | -1 | 5 | 7 | 33* | 67* | -7 | -4 | 6
O=C(Cc1ccc(F)cc1)N/N=C/c1ccc(-c2ccc(Cl)c(C(=O)O)c2)o1 | 0 | 32 | -22 | -1 | 1 | 0 | 0.2 | . | -4 | -9
OC(c1ccccc1)(c1ccccc1)c1nccc2ccccc12 | -2 | . | 14 | . | . | 5 | -0.2 | -13 | -3 | -10
NS(=O)(=O)c1ccc(NC(=O)CCCCCN2C(=O)c3ccccc3C2=O)cc1 | 1 | . | 3 | . | . | 2 | 0.8 | 0 | -7 | 4
Cn1c(C(=O)O)c(S(=O)(=O)c2ccc(Cl)cc2)c2ccccc21 | -28 | 2 | -1 | -6 | 1 | -10 | -0.6 | 6 | -4 | -5
COc1cc(C(=O)NC(CCSC)C(=O)OCC(=O)NC(=O)C2CCCCC2)cc(OC)c1OC (centres undefined) | 2 | 26 | 13 | 7 | 3 | 0 | -1.5 | -5 | 2 | 4
NC(=O)NCCC1=CCCCC1 | -5 | 35 | 12 | -2 | -3 | -6 | -1.5 | -1 | -2 | 2
O=C(c1ccc(Cn2c(=O)[nH]c3ccccc3c2=O)cc1)N1CCN(c2ccccn2)CC1 | -3 | -10 | 2 | -6 | -2 | -7 | -1.0 | -13 | -7 | 0

Structure | BoNT F protease | DUSP3 inh | MazEF act | Rv3671c inh | SARS 3CLpro inh | Anthrax LF prot | BoNT-A LC inh2 | PriA SSB inh | PrPC TRFRET | CCHF vOTU inh
c1ccc2[nH]c(SCc3cn4ccccc4n3)nc2c1 | -7 | 4 | 8 | -14 | 3 | -2 | 0.7 | 11 | 2 | 6
O=C1C2CCCN2C(c2ccccc2)N1c1ccc(F)cc1 (centres undefined) | 1 | 0 | -13 | -2 | 1 | 8 | 0.8 | -3 | 1 | -5
Cc1[nH]c2ccccc2c(=O)c1CN1CCCCC1 | 9 | -11 | -2 | 7 | 1 | 7 | -0.4 | -9 | -5 | 19
CCCc1nc(NCC2CCCO2)c2nnn(Cc3ccccc3)c2n1 (centres undefined) | 1 | 27 | -4 | 0 | -6 | 1 | -0.7 | -16 | 0 | -3
Cc1cccc(NC(=S)NC(C)C(c2ccccc2)N2CCN(C)CC2)c1C (centres undefined) | 2 | 34 | 8 | 3 | -4 | -2 | -0.8 | 13 | 1 | 0
O=C(O)COc1ccc(NC(=O)c2ccc3c(c2)C(=O)N(C2CCCCC2)C3=O)cc1 | -2 | -20 | -1 | 3 | 8 | 0 | 1.5 | -5 | 7 | 7
CS(=O)(=O)N(CC(=O)N1CCN(Cc2ccccc2)CC1)c1ccc2c(c1)OCCO2 | -1 | -8 | 2 | -4 | 2 | -8 | -1.2 | 3 | 1 | -5
COc1ccc(NC(=O)Cc2c[nH]c3ccccc23)cc1S(=O)(=O)N1CCOCC1 | -2 | 18 | 5 | 3 | 1 | -1 | 0.9 | -16 | 0 | -11

One compound at a time (already shown):
O=C(O)COc1ccc(NC(=O)c2ccc3c(c2)C(=O)N(C2CCCCC2)C3=O)cc1 across the screens: BoNT F protease: -2; DUSP3 inh: -20; MazEF act: -1; Rv3671c inh: 3; SARS 3CLpro inh: 8; Anthrax LF prot: 0; BoNT-A LC inh2: 1.5; PriA SSB inh: -5; PrPC TRFRET: 7; CCHF vOTU inh: 7
CS(=O)(=O)N(CC(=O)N1CCN(Cc2ccccc2)CC1)c1ccc2c(c1)OCCO2 across the screens: BoNT F protease: -1; DUSP3 inh: -8; MazEF act: 2; Rv3671c inh: -4; SARS 3CLpro inh: 2; Anthrax LF prot: -8; BoNT-A LC inh2: -1.2; PriA SSB inh: 3; PrPC TRFRET: 1; CCHF vOTU inh: -5
O=C1C2CCCN2C(c2ccccc2)N1c1ccc(F)cc1 (centres undefined) across the screens: BoNT F protease: 1; DUSP3 inh: 0; MazEF act: -13; Rv3671c inh: -2; SARS 3CLpro inh: 1; Anthrax LF prot: 8; BoNT-A LC inh2: 0.8; PriA SSB inh: -3; PrPC TRFRET: 1; CCHF vOTU inh: -5

Later entries.
Structure | BoNT F protease | DUSP3 inh | MazEF act | Rv3671c inh | SARS 3CLpro inh | Anthrax LF prot | BoNT-A LC inh2 | PriA SSB inh | PrPC TRFRET | CCHF vOTU inh
C=CCN(c1ccccc1)S(=O)(=O)c1cccc(C(=O)NCC(c2ccccc2OC)N2CCCC2)c1 (centres undefined) | 2 | . | 0 | 2 | . | -5 | -1.5 | 6 | -15 | 9
Cc1ccc(S(=O)(=O)Nc2ccccc2C=Nc2cccc(C)c2C)cc1 | -9 | 8 | -11 | 6 | 3 | 0 | -0.4 | -17 | 0 | 9
CN(C(=O)c1cccc(NC(=O)Cc2ccc(NC(=O)C3CCN(C(=O)C4CCCC4)CC3)cc2)c1)C1CC1 | 4 | . | -5 | . | . | 5 | 0.0 | -1 | -1 | 8
C[C@@H]1CN([C@H](C)CO)C(=O)CCCn2cc(nn2)CO[C@H]1CN(C)C(=O)Nc1ccc(C(C)(C)C)cc1 | -8 | . | . | . | . | -1 | -0.4 | . | -8 | 0
CCOC1=C2[C@@H](CN(S(=O)(=O)c3ccc(C)cc3)[C@H]2c2cccc3ccccc23)[C@H]2C(=O)N(Cc3ccccc3)C(=O)[C@H]2C1 | 6 | . | . | . | . | -9 | -0.2 | . | 5 | 8
CCCCOC(=O)c1ccc(NC(=O)CN2C(=O)NC3(CCCCCC3)C2=O)cc1 | -5 | . | 2 | -19 | . | 0 | -2.6 | -3 | -4 | 16
O=C(COc1ccccc1-c1ccccc1)N/N=C/c1cccnc1 | -4 | 11 | 10 | -7 | -1 | -3 | -0.6 | . | 12 | 10
COc1ccccc1N1CN(S(=O)(=O)c2ccc(C)cc2)c2nc3ccccc3nc21 | 1 | . | -33 | -2 | . | -5 | -0.3 | -4 | 6 | 13

Structure | BoNT F protease | DUSP3 inh | MazEF act | Rv3671c inh | SARS 3CLpro inh | Anthrax LF prot | BoNT-A LC inh2 | PriA SSB inh | PrPC TRFRET | CCHF vOTU inh
COc1cccc(N2C(=O)N(c3ccccc3Cl)C3CS(=O)(=O)CC32)c1 (centres undefined) | 6 | 16 | 1 | -7 | -2 | -7 | 1.3 | -3 | 3 | -2
CCOc1ccc(CCNC(=O)c2cnc(C)cn2)cc1OCC | 10 | 12 | 2 | -2 | 0 | -3 | 2.0 | -22 | 3 | -8
O=C(Nc1ccc(N2CCCCC2)cc1)c1ccc([N+](=O)[O-])o1 | 8 | 82 | 2 | 2 | 1 | -3 | 2.3 | -1 | 20 | 18
O=C(C1CCCCC1)N1CCCc2ccccc21 | -2 | -17 | 1 | -1 | 5 | -1 | 0.1 | -7 | -1 | 4
COc1ccccc1CNC(=O)[C@H](C)NC(=O)C1CCN(C(=O)[C@@H](N)C(C)C)CC1 | -18 | 41 | 4 | -1 | -3 | -5 | -0.9 | 3 | 11 | -6
COc1ccc(C2=NN(C(=O)CCC(=O)O)C(c3cccs3)C2)cc1OC (centres undefined) | -1 | 12 | 2 | -4 | 1 | -1 | -0.8 | -10 | -13 | -1
